# SKKanGAS inh – SKKanGAS growth inhibition | S. pyogenes SKKanGAS, kanamycin growth, BacTiter-Glo, 6 h | inhibition, % at 7.5 µM | 1.3% of 300,000 active;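 active = mean replicate score, as percent of positive control median, at least 50; inconclusive = mean below 50 but one replicate at or above 50; inactive = mean and every replicate below 50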;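 also: strain carries kanamycin resistance gene driven by streptokinase promoter and grows in 40 µg/ml kanamycin; loss of luminescence reflects streptokinase promoter inhibition or plain growth inhibition; 0% = median of DMSO wells and 100% = positive control at its reference dose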
# TRPC4 inh – blocks the mouse TRPC4 cation channel; 0.39% of 300,000 active; B-score at 10 µM; AID 2247; HEK293 TRPC4beta/mu-opioid, DAMGO-evoked Fluo4 calcium flux; active compounds read low; Q9QUQ5;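 active = B-score over 3 SD under the library average, no early fluorescence shift, positive overall ratio signal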
#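 test system = HEK293 cells with stable TRPC4beta plus mu-opioid receptor expression | detection = Fluo4 Ca2+ flux fluorescence | read-out = integrated fluorescence ratio relative to baseline, converted to per-well B score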
# ANO1 block – mouse TMEM16A channel inhibition, primary screen | HEK293 TMEM16A/YFP iodide influx fluorescence, ionomycin | AID 588511 | normalized B-score (activity score, 25-100; higher = stronger inhibition) at 10 µM | 1.2% of 310,000 active;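 active = ratio plate-corrected score three or more library SD toward inhibition, starting fluorescence score within five deviations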;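 also: score derived from kinetic fluorescence span divided by baseline fluorescence per well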
# MrgX1 PAM – human MrgX1 positive allosteric modulation, primary screen; Q96LB2; MrgX1-HEK293, Fluo-4 calcium flux, FDSS; active compounds read high; B-score at 10 µM; 0.63% of 310,000 active;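 active = plate-corrected calcium response at least 3 library SD above typical, normal starting fluorescence, not activating the receptor alone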;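 also: compound read alongside a low EC10 to EC30 dose of BAM8-22 agonist; peak minus trough fluorescence over baseline measured at the second addition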
# TRPC4 potent – allosterically enhances the mouse TRPC4 cation channel. Q9QUQ5. HEK293 TRPC4beta/mu-opioid, DAMGO EC20, Fluo-4 Ca2+ flux; active compounds read high. B-score at 10 µM. 0.42% of 310,000 active. AID 2227;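 active = B-score of calcium response area above 5 SD of library B-scores, with initial fluorescence ratio within 5 SD of library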;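 also: B-score of integrated fluorescence ratio over time as area under calcium response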
# TRPC4 act – activators of mouse TRPC4 channel; HEK293 TRPC4beta/mu-opioid, Fluo4 calcium fluorescence; active compounds read high; B-score at 10 µM; 0.49% of 310,000 active;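 active = B-score above 5 SD of library B-scores, and initial fluorescence ratio not above library mean plus 5 SD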;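 also: positive B-score marks a calcium rise read as TRPC4 activation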
#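 Assay system: HEK293 cells stably co-expressing mouse TRPC4beta and mu-opioid receptor / Timing: Fluo4 dye loading 45 min at room temperature, 110 s recording / Signal: Fluo4 calcium-sensitive dye fluorescence, kinetic, 1 Hz baseline / Read-out: integrated baseline-normalised fluorescence ratio, converted to per-well B score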
# TRPC6 inh – inhibitors of mouse TRPC6 channel; Q61143; HEK293-TRPC6, membrane potential dye, ACh-evoked depolarization; active compounds read low; B-score at 10 µM; 1.1% of 310,000 active; AID 2553;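 active = B-score under library mean minus 3 SD, initial fluorescence not abnormally high, positive integrated signal ratio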;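 also: B-score derived from integrated fluorescence ratio over the kinetic read; more negative B-score means stronger inhibition of depolarization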
# Target sequence (Q61143 whole entry, looked up): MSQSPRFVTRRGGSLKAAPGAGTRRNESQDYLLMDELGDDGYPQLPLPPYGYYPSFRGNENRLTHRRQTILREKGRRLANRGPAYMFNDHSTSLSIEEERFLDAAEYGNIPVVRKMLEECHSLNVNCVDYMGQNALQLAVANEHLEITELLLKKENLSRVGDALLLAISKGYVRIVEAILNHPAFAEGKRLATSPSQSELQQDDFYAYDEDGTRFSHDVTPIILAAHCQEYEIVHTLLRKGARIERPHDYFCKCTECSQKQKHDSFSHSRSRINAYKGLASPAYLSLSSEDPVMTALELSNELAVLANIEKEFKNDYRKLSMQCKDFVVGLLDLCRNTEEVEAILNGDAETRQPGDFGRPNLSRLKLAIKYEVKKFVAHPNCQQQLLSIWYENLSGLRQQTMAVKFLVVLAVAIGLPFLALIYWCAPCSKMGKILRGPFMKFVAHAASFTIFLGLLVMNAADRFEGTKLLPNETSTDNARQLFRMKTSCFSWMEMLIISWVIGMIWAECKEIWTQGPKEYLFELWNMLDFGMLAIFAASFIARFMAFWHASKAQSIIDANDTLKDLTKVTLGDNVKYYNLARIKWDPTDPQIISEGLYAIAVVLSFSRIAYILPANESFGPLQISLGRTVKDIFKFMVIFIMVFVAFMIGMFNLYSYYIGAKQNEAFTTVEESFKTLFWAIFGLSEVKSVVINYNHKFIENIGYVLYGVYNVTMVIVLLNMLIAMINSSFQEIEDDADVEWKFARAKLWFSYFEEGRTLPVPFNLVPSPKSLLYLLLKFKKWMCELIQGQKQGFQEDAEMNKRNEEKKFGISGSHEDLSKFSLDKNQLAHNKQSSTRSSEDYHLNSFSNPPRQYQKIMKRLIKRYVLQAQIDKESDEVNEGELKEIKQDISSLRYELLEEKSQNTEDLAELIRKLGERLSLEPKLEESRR
# TRPC6 act – activates the mouse TRPC6 cation channel | Q61143 | HEK293-TRPC6 membrane potential dye fluorescence; active compounds read high | B-score at 10 µM | 0.13% of 310,000 active | AID 2550;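 active = B-score of the integrated fluorescence ratio above library mean plus 3 SD, and starting fluorescence ratio within library mean plus 5 SD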;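 also: higher score means more depolarization so channel activation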
# MrgX1 ag – agonists of human MrgX1 receptor; Q96LB2; MrgX1-HEK293 cells, Fluo-4 calcium fluorescence, agonist mode; active compounds read high; B-score at 10 µM; 0.44% of 310,000 active; AID 588627;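 active = calcium response B-score plate-corrected fluorescence ratio at least 3 library SD, with starting fluorescence B-score inside 5 SD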
#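 Test system: HEK293 cells stably expressing human MrgX1 receptor; Input: fifteen thousand cells per well; Dosing: compound delivered in addition one of three; Schedule: overnight seeding, then 1 h dark dye loading; Technique: Fluo-4 NW calcium fluorescence; Measure: B-scored fluorescence response ratio; Controls: positive and negative controls per plate.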
# MrgX1 antag – antagonists of human MrgX1 receptor | Q96LB2 | MRGX1-HEK293 calcium flux, Fluo-4, BAM8-22 antagonism; active compounds read low | B-score at 10 µM | 1.3% of 310,000 active;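 active = calcium-response B-score plate-corrected more than 3 library SD below zero, starting fluorescence within 5 deviations, no agonist response on first addition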;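 also: peak minus trough fluorescence over baseline after final BAM8-22 challenge near maximal dose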
# TMEM16A act – activators or potentiators of mouse TMEM16A chloride channel; Q8BHY3; B-score at 10 µM; 0.3% of 340,000 active; HEK293 TMEM16A/YFP-H148Q/I152L, iodide quench fluorescence; active compounds read low; AID 623877;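 active = fluorescence-ratio B-score plate-corrected deviation score at least 3 library SD below zero, with starting fluorescence score within 5 deviations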;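 also: channel opened by trigger with iodide after compound preincubation; score built on the fluorescence ratio of max minus min over baseline; more negative score means more quench and so TMEM16A activation or potentiation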
# The depositor's hits bear a star; i = inactive; ? = inconclusive; · = not tested or not shown. An unsorted share of the library; overall some 6.7% were active at least once.
SMILES,SKKanGAS inh,TRPC4 inh,ANO1 block,MrgX1 PAM,TRPC4 potent,TRPC4 act,TRPC6 inh,TRPC6 act,MrgX1 ag,MrgX1 antag,TMEM16A act
CCC(C)NC(=O)C1CN(S(=O)(=O)c2ccccc2)CCN1S(=O)(=O)c1ccccc1 (centres undefined),-6.5,i,i,i,i,i,i,i,i,i,i
C=CCNC(=S)N(CC=C)C1CCS(=O)(=O)C1 (centres undefined),-11.2,i,i,i,i,i,i,i,i,i,i
CN(C)CCCNC(=O)C(=O)Nc1ccc2c(c1)N(S(=O)(=O)c1cccs1)CCC2,19.0,i,i,i,i,i,i,i,i,i,i
CC(C)Cc1nnc(NC(=O)C2CCCC2)s1,0.1,i,i,i,i,i,i,i,i,i,i
Cc1ccc(C)c(NC(=O)C(=O)NCc2ccccn2)c1,0.9,i,i,i,i,i,i,i,i,i,i
O=C(/C=C/c1ccccc1)N(Cc1cccs1)C1CCS(=O)(=O)C1 (centres undefined),-0.4,i,i,i,i,i,i,i,i,i,i
CC[C@H](C)[C@H](NC(N)=O)C(=O)Nc1ccc(S(=O)(=O)NC(C)C)cc1,-8.2,i,i,i,i,i,i,i,i,i,i
Cc1cc(C(=O)COC(=O)c2ccc(Cl)c(S(N)(=O)=O)c2)c(C)n1C1CC1,2.0,i,i,i,i,i,i,i,i,i,i
CN(CC(=O)Nc1ccccc1C(F)(F)F)C(=O)c1ccc(-c2ccc(Cl)cc2)o1,-6.0,i,i,i,i,i,i,i,i,i,i
O=C(CSC1=NCCS1)Nc1nc(-c2ccccc2)cs1,4.0,i,i,i,i,i,i,i,i,i,i
Oc1ccc(/C=N/Nc2nc(-c3ccc(Cl)cc3)cc(C(F)(F)F)n2)cc1,?,i,i,i,i,i,i,i,i,i,i
COc1ccc(NC(=O)CSc2nnc(CNC(=O)c3cccs3)o2)c(OC)c1,-1.1,i,i,i,i,i,i,i,i,i,i
COc1ccccc1NC(=O)CCc1nc2sc3c(c2c(=O)[nH]1)CCCC3,22.7,i,i,i,i,i,i,i,i,i,i
Cc1cccc(C2C3=C(CCCC3=O)N=C3c4ccccc4C(=O)C32)c1 (centres undefined),10.9,i,i,i,i,i,i,i,i,i,i
Cc1ccc(-c2n[nH]c(=O)c3ccccc23)cc1S(=O)(=O)N(C)CCO,2.7,i,i,i,i,i,i,i,i,i,i
COc1ccccc1-n1c(CNc2ccc(F)cc2)nnc1SCC(=O)Nc1cc(C)on1,0.7,i,i,i,i,i,i,i,i,i,i
COc1ccc(NC(=O)CN(Cc2ccccc2)Cc2ccccc2)cc1S(N)(=O)=O,-0.1,i,i,i,i,i,i,i,i,i,i
Cc1cccc(NS(=O)(=O)c2cc(C(=O)NCCC3=CCCCC3)ccc2Cl)c1,19.3,i,i,i,i,i,i,i,i,i,i
COc1ccc(Nc2nnc(C)c3ccccc23)cc1,5.3,i,i,22.5*,i,i,i,i,i,i,i
CSc1ccccc1NC(=O)CN(C)CC(=O)Nc1ccc(Cl)cc1F,0.4,i,i,i,i,i,i,i,i,i,i
CSC1=NCCN1C(=O)C(C)(C)Oc1ccc(Cl)cc1,0.1,i,i,i,i,i,i,i,i,i,i
O=C(Nc1ccc(S(=O)(=O)NC2=NCCCCC2)cc1)c1ccc2ccccc2n1,0.5,i,i,i,i,i,i,i,i,i,i
Cc1ccc(CCN2C(Nc3ccccc3)=NC[C@@H]2C)cc1,·,·,i,i,·,·,·,·,i,i,i
CCN(CC)S(=O)(=O)c1cccc(-c2nnc(SCCCC(=O)c3ccc(F)cc3)o2)c1,12.6,i,i,i,i,i,i,i,i,i,-4.6*
O=C(C1CCCN(S(=O)(=O)c2ccc(Cl)cc2)C1)N(Cc1cccs1)C1CC1 (centres undefined),5.7,i,i,i,i,i,i,i,i,i,i
CCN1C(=O)[C@H]2[C@H]3[C@H](O)[C@H](O)C/C(=N\O[C@H](C)c4cn([C@H](CO)Cc5ccccc5)nn4)[C@@H]3CC[C@H]2C1=O,9.3,i,i,i,i,i,i,i,i,i,·
Cc1cccc(OCC(=O)NC2CC(C)(C)NC(C)(C)C2)c1,1.5,i,i,i,i,i,i,i,i,i,i
Cc1nnc(NC(=O)CSc2nc3ccccc3[nH]2)s1,-7.2,i,i,i,i,i,i,i,i,i,i
Cc1ccc(S(=O)(=O)Nc2ccc3c(c2)OCCO3)cc1C,7.5,i,i,i,i,i,i,i,i,i,i
C/C(NCCCn1ccnc1)=C(\C#N)C(N)=O,2.3,i,i,i,i,i,i,i,i,i,i
CCN1CCN(C(=O)Cn2cnc3sc(C)c(S(=O)(=O)N4CCN(c5ncccn5)CC4)c3c2=O)CC1,0.0,i,i,i,i,i,i,i,i,i,i
COc1ccc(COC(=O)CCc2c[nH]c3ccccc23)cc1F,-4.5,i,i,i,i,i,i,i,i,i,i
Cc1ccc(NC(=O)CSc2nnc(-c3ccco3)o2)cc1,3.3,i,i,i,i,i,i,i,i,i,i
Cc1nnc(NC(=O)CSc2ccc(-c3cccnc3)nn2)s1,2.6,i,i,i,i,i,i,i,i,-5.64*,i
O=c1o[nH]c(-c2ccccc2)c1C1=NCCCCC1,-10.9,i,i,i,i,i,i,i,i,i,i
CCN(CC)CCN=C1CCCc2ccccc2N1,4.7,i,i,i,i,i,i,i,i,i,i
NC(=O)C1CCN(C(=O)Cn2cccc2C(=O)c2ccccc2)CC1,-1.0,i,i,i,i,i,i,i,i,i,i
O=C(NCCc1ccccc1)C1CCC(Cn2c(=O)c3ccccc3n(Cc3cccc(F)c3)c2=O)CC1 (centres undefined),1.8,i,i,i,i,i,i,i,i,i,i
Cc1cccc(C)c1NC(=O)CSc1nnc([C@H](C)NC(=O)OC(C)(C)C)o1,-12.0,i,i,i,i,i,i,i,i,i,i
C/C(=N\NC1=NCCN1)c1ccc(Cl)cc1,12.9,i,i,i,i,i,i,i,i,i,i
CC(NC(=O)c1ccc(NS(C)(=O)=O)cc1)c1ccccc1 (centres undefined),-1.4,i,i,i,i,i,i,i,i,i,i
COc1ccc(C2C3=C(N=C4SCC(=O)N42)c2ccccc2CC3)cc1 (centres undefined),40.9,i,i,i,i,i,i,i,i,i,i
O=C(NC1CCCC1)C(c1ccncc1)N(C(=O)c1csnn1)c1ccc(Cl)cc1 (centres undefined),-0.8,i,i,i,i,i,i,i,i,i,i
CSc1ccc(CN2CCc3c([nH]c4ccccc34)C2)cc1,1.1,i,i,i,i,i,i,i,i,i,i
COc1ccc(C(=O)NC2CC3CCCC(C2)N3Cc2ccccc2)cc1 (centres undefined),-8.1,i,i,i,i,i,i,i,i,i,i
CCN(C(=O)CN1CCN(c2ccccc2O)CC1)c1c(N)n(Cc2ccccc2)c(=O)[nH]c1=O,5.3,i,i,i,i,i,i,i,i,i,i
Cc1cc(NC(=O)C2CC(c3c(F)cccc3Cl)=NO2)n(-c2ccccc2)n1 (centres undefined),-2.2,i,i,i,i,i,i,i,i,i,i
CCc1nccn1CCC(=O)NC1CC(C)(C)Cc2c1cnn2-c1ccc(C)cc1 (centres undefined),10.5,i,i,i,i,i,i,i,i,i,i
Cc1ccccc1C(=O)NC1CC2CCC(C1)N2Cc1ccccc1 (centres undefined),-1.4,-5*,i,i,i,i,i,i,i,i,i
CCCCNC1c2ccccc2C(=O)N1Cc1ccccc1 (centres undefined),6.2,i,i,i,i,i,i,i,i,i,i
CCOc1ccccc1NC(=O)c1cc(S(=O)(=O)N2CCC3(CC2)OCCO3)ccc1F,-9.6,i,i,i,i,i,i,i,i,i,i
COc1cccc(C(=O)NC2CCCc3c2cnn3-c2ccc(C)c(C)c2)c1OC (centres undefined),-1.9,i,i,i,i,i,i,i,i,i,i
CC1CCCCC1NC(=O)CO/N=C/c1ccccc1OC(F)F (centres undefined),3.1,i,i,i,i,i,i,i,i,i,i
Cc1ccc(C)c(NC(=O)c2ccc3c(c2)N(Cc2ccc(F)cc2)C(=O)CS3=O)c1 (centres undefined),6.5,i,i,i,i,i,i,i,i,i,i
CCCCn1c(N)c(N(CCOC)C(=O)c2cc(C)oc2C)c(=O)[nH]c1=O,-11.0,i,i,i,i,i,i,i,i,i,i
Cc1ccc(NC(=O)CN2C(=O)S/C(=C\c3ccc(C(=O)O)cc3)C2=O)cc1,-0.4,i,i,i,i,i,i,i,i,i,i
Cc1ccc(N(C(=O)Cc2cccs2)C(C(=O)NC2CCCC2)c2ccncc2)cc1 (centres undefined),-8.8,i,i,i,i,i,i,i,i,i,i
COc1ccccc1-c1cc(C(F)(F)F)nc(N2CCCC2)n1,15.2,i,i,i,i,i,i,i,i,i,i
O=C(C1CCN(C2CC(=O)N(c3ccc(Cl)cc3)C2=O)CC1)N1CCOCC1 (centres undefined),-7.4,i,i,i,i,i,i,i,i,i,i
COc1ccc(C(=O)NCCCOC(=O)c2ccc(OC)cc2)cc1,-8.7,i,i,i,i,i,i,i,i,i,i

# The results go on:
SMILES,SKKanGAS inh,TRPC4 inh,ANO1 block,MrgX1 PAM,TRPC4 potent,TRPC4 act,TRPC6 inh,TRPC6 act,MrgX1 ag,MrgX1 antag,TMEM16A act
CN(C(=O)COC(=O)c1ccccc1Cc1ccccc1)C1CCS(=O)(=O)C1 (centres undefined),-3.8,i,i,i,i,i,i,i,i,i,i
CCOC(=O)N1CCC(n2c(=S)[nH]c3cc(OCC)c(OCC)cc3c2=O)CC1,8.4,i,i,i,i,i,i,i,i,i,i
COc1ccc(C2CC(c3ccc(C)cc3)=NN2C(=O)CCC(=O)O)cc1OC (centres undefined),-0.6,i,i,i,i,i,i,i,i,i,i
CCCS(=O)(=O)N1CCCC(C(=O)Nc2ccc3c(c2)CCC3)C1 (centres undefined),1.3,i,i,i,i,i,i,i,i,i,i
COC(=O)c1cc(C(=O)NC(C)C2CC3CCC2C3)cc([N+](=O)[O-])c1 (centres undefined),1.8,i,i,i,i,i,i,i,i,i,i
O=C(Nc1ccc(F)cc1)C(c1ccccc1)N1CCN(C(=O)c2ccco2)CC1 (centres undefined),-6.4,i,i,i,i,i,i,i,i,i,i

# From PubChem BioAssay
